SENP7 block – blocks the human protease SENP7 | Q9BQF6 | recombinant SENP7, Z-RLRGG-aminoluciferin luminescence, 40 min | inhibition, % at 5 µM | 1.5% of 330,000 active | AID 434973;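 active means inhibition above about 50% at the single test dose, limit read from the data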;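 further: plate controls were DMSO with enzyme for no effect and no enzyme buffer wells for full effect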
MIN6 prolif – MIN6 beta-cell proliferation induction. 0.29% of 330,000 active. AID 2380. MIN6 cells proliferation, ATPlite luminescence, 48 h; cells starved in 0.2% serum; 100% = growth in 10% serum. proliferation, % at 10 µM;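 active means compounds whose signal lies at least 3.5 SD above the mean of all wells on their plate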;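 further: 0% = DMSO-treated cells in low-serum medium and 100% = 10% serum control; some compounds called inactive have numbers as strong as hits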
SENP1 inh – SENP1 (human) catalytic domain inhibition; AID 624204; inhibition, % at 10 µM; 0.21% of 360,000 active; recombinant SENP1 catalytic domain, CyPet-SUMO1-YPet FRET cleavage;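 active means inhibition at least 30% at 10 µM, raw YFP signal under a set limit, fluorescence ratio 0.5 to 1.5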;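 further: 0% = enzyme with DMSO and 100% = no enzyme wells; some results filed as inactive read as strong as hits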
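System: Recombinant human SENP1 catalytic domain, His6-tagged | Incubation: Enzyme reaction for 50 min at room temperature, dark | Medium: Tris pH 8 with BME, BSA, NP40 and catalase | Also added: 25 nM SUMO1 FRET substrate | Compound: 10 µM single point, 0.5% DMSO | Measured by: FRET fluorescence in CFP and YFP emission channels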
UBC13 inh – blocks human UBC13 polyubiquitin chain formation; P61088; TR-FRET; inhibition, % at 20 µM; 0.47% of 330,000 active; AID 485273; in the data active means inhibition above about 45%, passing the limit was not always enough
Target sequence (P61088 whole entry, looked up): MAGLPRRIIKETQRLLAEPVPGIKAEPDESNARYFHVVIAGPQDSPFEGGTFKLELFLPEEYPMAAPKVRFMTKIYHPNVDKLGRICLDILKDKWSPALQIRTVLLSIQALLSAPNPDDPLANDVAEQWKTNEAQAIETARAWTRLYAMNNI
SENP6 inh – SENP6 protease inhibition | Recombinant SENP6 catalytic domain, aminoluciferin luminescence | inhibition, % at 10 µM | 1.8% of 330,000 active | Q9GZR1;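 active means inhibition above about 50% at the single tested dose, limit read from the data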;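 further: plate controls were DMSO wells with enzyme for no effect and DMSO wells lacking enzyme for full effect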
Target sequence (Q9GZR1 628-1112 limits assumed): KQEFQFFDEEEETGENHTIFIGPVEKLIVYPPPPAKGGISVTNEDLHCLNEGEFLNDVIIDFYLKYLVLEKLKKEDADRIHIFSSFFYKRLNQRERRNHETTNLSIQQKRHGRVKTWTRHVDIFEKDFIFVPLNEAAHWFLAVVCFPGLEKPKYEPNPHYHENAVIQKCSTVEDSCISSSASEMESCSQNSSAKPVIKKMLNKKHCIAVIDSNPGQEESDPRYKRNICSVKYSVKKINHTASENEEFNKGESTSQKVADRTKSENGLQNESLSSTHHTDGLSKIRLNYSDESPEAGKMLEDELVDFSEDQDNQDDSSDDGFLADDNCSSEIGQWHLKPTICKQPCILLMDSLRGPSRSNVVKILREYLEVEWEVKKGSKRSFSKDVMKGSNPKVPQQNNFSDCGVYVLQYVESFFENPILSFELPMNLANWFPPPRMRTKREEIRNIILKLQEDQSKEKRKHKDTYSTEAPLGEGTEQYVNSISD
SENP8 block-1 – blocks the human protease SENP8; AID 2540; inhibition, % at 10 µM; purified SENP8, Z-RLRGG-aminoluciferin cleavage, luminescence; 1.2% of 330,000 active; in the data active means inhibition above about 50%
Target sequence (Q96LD8 whole entry, looked up): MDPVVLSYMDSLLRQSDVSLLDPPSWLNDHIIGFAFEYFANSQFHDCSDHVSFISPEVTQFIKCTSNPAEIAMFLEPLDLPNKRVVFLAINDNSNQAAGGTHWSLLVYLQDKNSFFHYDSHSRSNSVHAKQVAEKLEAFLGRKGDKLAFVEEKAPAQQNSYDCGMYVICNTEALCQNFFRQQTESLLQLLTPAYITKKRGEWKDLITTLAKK
HKDC1 inhibitor – inhibitors of human hexokinase HKDC1; 0.16% of 340,000 active; recombinant HKDC1, G6PDH/diaphorase resazurin coupled fluorescence; inhibition, % at 20 µM;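 active means inhibition above about 35% when tested at 20 µM, limit read from the data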;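 further: plate controls were DMSO wells with enzyme for no effect and DMSO wells lacking enzyme for full effect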
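Test system: Recombinant HKDC1 (HK5) hexokinase enzyme, produced in-house | Input: HKDC1 at 5 µg/mL | Buffer or medium: Tris pH 8.0 buffer with MgCl2, Tween-20, BSA, BME | Schedule: 90 min reaction incubation at room temperature, dark | Technique: Resazurin-to-resorufin fluorescence via G6PDH and diaphorase coupling, 525/613 nm | Controls: DMSO wells with and without enzyme mix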
PfGluPho inh – PfG6PD (Plasmodium falciparum) enzyme inhibition; 0.78% of 350,000 active; AID 504690; PfGluPho enzyme, NADPH resazurin-diaphorase fluorescence; inhibition, % at 20 µM;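 active means inhibition reaching at least a set limit at 20 µM in the primary screen, cut at about 59% in these data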;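 further: 0% = DMSO wells with substrate and 100% = DMSO wells lacking glucose-6-phosphate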
SENP8 block-2 – inhibitors of human SENP8 protease; inhibition, % at 20 µM; AID 602440; recombinant SENP8, Nedd8 substrate fluorescence; 0.64% of 360,000 active; Q96LD8; in the data active means inhibition mostly above about 40%, no sharp cut-off; inactive means mostly below about 27%
* hit, by the source's call.

SMILES	SENP7 block	MIN6 prolif	SENP1 inh	UBC13 inh	SENP6 inh	SENP8 block-1	HKDC1 inhibitor	PfGluPho inh	SENP8 block-2
COc1ccc(CNC(=O)COc2cc3c(c4oc(=O)cc(C)c24)CCC(C)(C)O3)cc1OC	-2	1	1	9	18	-4	17	4	-11
CCOC(=O)c1[nH]c2ccccc2c1NC(=O)CCN1CC(C)OC(C)C1 (stereo not drawn)	1	0	0	7	-7	-4	-3	-14	-100
O=C(c1ccco1)N1CCN(S(=O)(=O)Cc2ccc(Cl)cc2)CC1	0	-2	0	-4	8	5	-6	-2	7
COc1ccc(N2CCN(C(CNC(=O)COc3ccccc3)c3ccco3)CC2)cc1 (stereo not drawn)	6	2	0	1	-2	6	-2	18	1
CCC(C)[C@H]1COCCS(=O)(=O)N1Cc1ccc(Cl)cc1Cl (stereo partly drawn)	0	-6	2	19	-14	-8	0	-8	2
O=C(Oc1ccc(Br)cc1)C1CCN(C2=NS(=O)(=O)c3ccccc32)CC1	1	-1	0	2	-9	-4	0	-3	14
O=C(CCCn1cncn1)N1CCCC(Nc2ccc(F)cc2)C1 (stereo not drawn)	2	-4	2	-9	-7	5	0	7	6
O=C(COC(=O)CCC(=O)c1cccs1)Nc1ccccc1C(F)(F)F	2	0	2	1	-6	-5	-3	4	-13
COc1ccc(CCNC(=O)c2ccc(OCc3c(C)noc3C)c(OC)c2)cc1	-2	-1	1	2	13	2	-5	1	8
O=C(/C=C/c1cccc(Br)c1)NC1CCN(Cc2ccccc2)CC1	-3	-4	2	17	2	-3	-3	1	16
COc1cc2c(cc1OC)CN(C(=S)Nc1ccc(C)cc1C)CC2	-10	0	-1	-5	-18	-2	13	6	-18
COc1cc2c(cc1NC(=O)CSc1nc3ccccc3[nH]1)oc1ccccc12	4	-3	2	-24	-8	7	3	13	-6
Cc1nc2ccc(NC(=O)c3ccc4ccccc4n3)cc2s1	71*	0	1	0	3	6	4	20	1
N#CCCn1nnc2ccccc21	-3	2	1	-2	-13	-7	-3	-18	6
CC(C)CC(=O)NC(=S)Nc1cccc(NC(=O)c2ccccc2)c1	14	0	0	3	-9	-1	-10	19	21
O=C(N/C(=C/c1cccc(Br)c1)c1nc(=S)[nH][nH]1)c1ccccc1	4	-4	-6	1	-5	-1	-2	31	-16
Cc1ccc(OCC(=O)NNC(=O)c2cc(C)[nH]n2)cc1	3	0	2	16	1	-3	-7	-3	10
CC(=O)c1c(C)[nH]c(C(=O)OCc2ccc([N+](=O)[O-])cc2)c1C	4	0	2	4	-5	-4	-4	-4	14
Cc1nonc1NC(=O)c1ccccc1Br	-13	-1	1	-2	-5	-15	13	-17	12
COc1cccc(CN2CCN(Cc3nc(-c4cccs4)oc3C)CC2CCO)c1 (stereo not drawn)	-2	2	2	-26	-20	-5	-12	1	-6

Exported with two lines to a compound: entries from further up
Value order: SENP7 block, MIN6 prolif, SENP1 inh, UBC13 inh, SENP6 inh, SENP8 block-1, HKDC1 inhibitor, PfGluPho inh, SENP8 block-2
- COc1ccc(CCNC(=O)c2ccc(OCc3c(C)noc3C)c(OC)c2)cc1
 : -2, -1, 1, 2, 13, 2, -5, 1, 8
- O=C(/C=C/c1cccc(Br)c1)NC1CCN(Cc2ccccc2)CC1
 : -3, -4, 2, 17, 2, -3, -3, 1, 16

Continuation.
SMILES	SENP7 block	MIN6 prolif	SENP1 inh	UBC13 inh	SENP6 inh	SENP8 block-1	HKDC1 inhibitor	PfGluPho inh	SENP8 block-2
Cc1ccc(OCC(=O)Nc2sc3c(c2C#N)CCC3)cc1C	-7	-3	-3	-24	-22	-10	6	-9	-3
CC(C)(C)c1ccc(C(=O)NC(=O)COC(=O)c2ccco2)cc1	0	2	1	-3	3	-2	-7	5	4
C#CCONC(=O)c1cc(OCC(F)(F)F)ccc1OCC(F)(F)F	7	2	-1	9	1	2	-10	12	9
COc1ccccc1C(=O)Nc1ccc(C2=NNC(=O)CC2C)cc1 (stereo not drawn)	0	2	0	-8	-8	-11	-6	3	-89
COc1cccc(NC(=O)c2sc3ncn(CC(=O)N4CCN(c5ccccn5)CC4)c(=O)c3c2C)c1	2	-2	1	5	-8	-4	1	7	4
COc1cc2cc(CN(Cc3cccnc3)C(=O)NCc3ccccc3)c(=O)[nH]c2cc1OC	-9	-3	7	3	-17	-1	-8	-1	-403
Cn1c(Cl)cnc1C1CC(=O)c2cc(Cl)ccc2O1 (stereo not drawn)	-6	-4	2	13	-8	1	-8	11	-3
Oc1[nH]c2ccccc2c1N=Nc1c(F)c(F)c(Cl)c(F)c1F	44	2	14	-4	19	3	-3	1	23
CC1=NN(C(=O)c2ccc(Cn3cc([N+](=O)[O-])cn3)cc2)C(O)(C(F)(F)F)C1 (stereo not drawn)	1	0	0	5	-2	4	9	-14	9
O=C1OC(/C=C/c2ccccc2)=NC/1=C/c1ccco1	-13	0	1	-6	-2	-9	15	-7	17
COc1ccc(NC(=S)N2CCN(c3ccccc3)CC2)c(OC)c1	4	0	14	-3	10	1	-3	-1	14
COc1ccc(/C=C/C(=O)OCC(=O)NCc2ccco2)cc1OC	0	1	-3	4	-3	-1	-12	-6	-189
CC1CCCCC1NC(=O)COC(=O)COc1ccccc1Cl (stereo not drawn)	4	-2	4	3	-8	1	8	-18	5
Cc1ccc(N(C(=O)c2csnn2)C(C(=O)NC2CCCCC2)c2ccncc2)c(C)c1 (stereo not drawn)	-3	1	2	3	-3	7	0	-15	9
COc1ccc(-c2oc(=O)n(C)c2-c2ccc(OC)cc2)cc1	-5	-2	2	4	-6	-11	1	-8	-102
CCN(CCNC(=O)Cn1c(=O)sc2ccccc21)c1ccccc1	-4	6	1	44	6	8	2	7	-3
CC1Cc2ccccc2N1C(=O)CSc1nnc2c(n1)[nH]c1ccccc12 (stereo not drawn)	3	-2	-6	-18	-5	1	-6	8	-25
COc1ccc(C(=O)NC(=S)NNC(=O)[C@H]2C[C@@H]2c2ccccc2)cc1OC	4	-4	2	-13	-7	1	-19	-24	-1
Cc1ccc(C(CNS(=O)(=O)c2ccc(Cl)cc2)N2CCN(C)CC2)cc1 (stereo not drawn)	-4	-3	3	11	-8	-6	-2	0	15
Cc1ccccc1C(=O)O/N=C(\c1ccccc1)c1ccccn1	1	0	3	23	-14	-3	-4	-8	18

Compounds listed so far containing a CF3 group, in the order listed:
SMILES	SENP7 block	MIN6 prolif	SENP1 inh	UBC13 inh	SENP6 inh	SENP8 block-1	HKDC1 inhibitor	PfGluPho inh	SENP8 block-2
O=C(COC(=O)CCC(=O)c1cccs1)Nc1ccccc1C(F)(F)F	2	0	2	1	-6	-5	-3	4	-13
C#CCONC(=O)c1cc(OCC(F)(F)F)ccc1OCC(F)(F)F	7	2	-1	9	1	2	-10	12	9
CC1=NN(C(=O)c2ccc(Cn3cc([N+](=O)[O-])cn3)cc2)C(O)(C(F)(F)F)C1 (stereo not drawn)	1	0	0	5	-2	4	9	-14	9

Next part
SMILES	SENP7 block	MIN6 prolif	SENP1 inh	UBC13 inh	SENP6 inh	SENP8 block-1	HKDC1 inhibitor	PfGluPho inh	SENP8 block-2
COc1ccc(NC(=O)c2c(C)oc3c2CCCC3)cc1	8	-1	-2	0	-20	-6	-7	-8	10
Cc1cccc(CSCCNC(=O)c2ccc(CN3CCOCC3)cc2)c1	3	-1	1	-1	-20	-2	-12	-13	14
COc1ccc(CNC(=O)CN(c2cc(C)cc(C)c2)S(=O)(=O)c2c(C)[nH]c(=O)[nH]c2=O)cc1	6	2	1	-1	6	-5	-2	-23	4
Cc1cccc(N(CC(=O)NC2CCCC2)C(=O)CS(=O)CC(=O)Nc2ccc3c(c2)OCO3)c1C (stereo not drawn)	-6	-4	2	-7	-5	-3	-4	14	15
CCOc1ccc(N2C(=O)Nc3ccccc3C2(O)C(=O)NCc2ccc(OC)cc2)cc1 (stereo not drawn)	0	-1	1	6	22	3	2	-12	20
O=C(c1ccc(F)cc1)N1CCN(Cc2ccccc2)CC1	2	-1	-1	-2	13	14	-3	-10	11
CCN(CC(=O)Nc1ccc(OC)cc1)CC(=O)Nc1ccc(Cl)cc1F	-11	-2	0	4	-9	-3	-3	13	2
Cc1cc2c(C)cc(=O)oc2c2c1NCCC2	2	-2	-25	22	14	5	4	6	-282
CC(=O)c1ccc(N2CCN(CC(=O)Nc3ccccc3N3CCOCC3)CC2)cc1	-2	-1	1	9	-17	6	1	-12	-67
COc1ccccc1NS(=O)(=O)c1cc(N/C(=N\S(=O)(=O)c2ccccc2)c2ccc(F)cc2)ccc1Cl	4	0	1	-6	5	1	3	-6	8
Cc1nn(CCC(=O)N2CCN(S(=O)(=O)c3ccccc3)CC2)c(C)c1C	-3	-2	0	2	-21	4	-5	-9	7
CCOc1ccc(Oc2ccc(NS(=O)(=O)c3cc(C(=O)O)ccc3Cl)cc2)cc1	3	-2	-1	-7	11	7	-2	-12	-4
O=C(O)CN1C(=O)/C(=C\c2cc([N+](=O)[O-])ccc2OCc2ccccc2Cl)SC1=S	-2	-4	9	-14	-11	-7	13	-7	13

Molecules above that contain a thiophene ring, fused or not (four):
SMILES	SENP7 block	MIN6 prolif	SENP1 inh	UBC13 inh	SENP6 inh	SENP8 block-1	HKDC1 inhibitor	PfGluPho inh	SENP8 block-2
O=C(COC(=O)CCC(=O)c1cccs1)Nc1ccccc1C(F)(F)F	2	0	2	1	-6	-5	-3	4	-13
COc1cccc(CN2CCN(Cc3nc(-c4cccs4)oc3C)CC2CCO)c1 (stereo not drawn)	-2	2	2	-26	-20	-5	-12	1	-6
Cc1ccc(OCC(=O)Nc2sc3c(c2C#N)CCC3)cc1C	-7	-3	-3	-24	-22	-10	6	-9	-3
COc1cccc(NC(=O)c2sc3ncn(CC(=O)N4CCN(c5ccccn5)CC4)c(=O)c3c2C)c1	2	-2	1	5	-8	-4	1	7	4

High-throughput results: PubChem BioAssay, Sanford-Burnham Center for Chemical Genomics
